# ERK EGF inh: qHTS Assay for Inhibitors of the ERK Signaling Pathway using a Homogeneous Screening Assay; Stimulation with EGF. Potency, µM (titrated, usually from 11.5 µM), for the others: top-dose activity change, negative = inhibition, usual class: inhibitors. 130,000 compounds, 0.41% hits. AID 1454, 2008. HEK293-V1b, EGF-stimulated phospho-ERK AlphaScreen; active means well fitted inhibition curve with a large enough effect; inconclusive means small, poorly fitted or top-dose-only effect, or effect the other way;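 further: plate controls were stimulated vehicle wells for no effect and unstimulated vehicle basal for full effect; nearly all actives have a fitted effect of over 55% in size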
#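 Readout: AlphaScreen signal for phosphorylated ERK in lysed HEK293 cells stably expressing V1b. Stimulus 25 nM EGF, 5 min, following 30 min compound exposure. Data scaled to DMSO basal and full EGF activation.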
# An asterisk follows results filed as active; u = inconclusive; & = joins results of further samples; [ ] = remark or other dose. Potency means the concentration at half of the fitted maximal effect. This is a subset; rates above refer to the full screens.
SMILES,ERK EGF inh
CCCCOc1ccc(C(C)NC(=O)C2CCCN(S(=O)(=O)CCC)C2)cc1 (stereo not drawn),11%
CCOC(=O)Cn1cc(C#N)c(=O)[nH]c1=O,5%[57.5 µM]
COc1ccc2cnoc(=O)c2c1OC,-10%
O=C(N/N=C/c1c(F)cccc1Cl)c1ccc(Cn2cc(Br)cn2)o1,-9%
O=C(Nn1c(Cc2cccs2)nc2ccccc2c1=O)c1ccc(F)c(F)c1,6%
Nc1cnn(Cc2ccccc2F)c1,-15%
CC(Cc1c[nH]c2ccccc12)NC(N)=O (stereo not drawn),-4%[57.5 µM]
CC(C)CN(C)C(=O)CCc1nnc(Cc2ccc(-c3ccccc3)cc2)o1,-35%
Cc1cccc(NC(=O)CC2C(=O)NC3CCCCC3N2C(=O)c2ccccc2Cl)c1 (stereo not drawn),-5%[57.5 µM]
COc1ccc(-c2cc3nc(-c4ccccc4)cc(N4CCC(O)CC4)n3n2)cc1,-1%
COc1ccccc1C(=O)NC(=O)Nc1nc(-c2ccccc2)cc(C(F)(F)F)n1,u
N#CC(C#N)=C1CCc2ccccc2N1,-3%
O=C(COC(=O)Cc1ccc(-c2ccccc2)cc1)NCc1ccc(F)cc1,-13%
COc1cc(-c2n[nH]c(=S)n2-c2cc(C(F)(F)F)ccc2Cl)cc(OC)c1OC,-1%
O=[N+]([O-])c1cc(CN2CCCC2)ccc1Sc1ccc(Cl)cc1,-5%
CS(=O)(=O)N1CCN(C(=O)c2cc(-c3cccnc3)nc3ccc(Cl)cc23)CC1,-3%
O=C1NC(=O)C(c2ccccc2[N+](=O)[O-])=C1Nc1ccc(O)c(Cl)c1,2%&-13%
NC(=O)N/N=C/c1coc2ccc3ccccc3c2c1=O,-7%[57.5 µM]
COc1ccccc1C(=O)N/C(=C/c1cccc([N+](=O)[O-])c1)C(=O)Nc1cccc(C(=O)O)c1,3%
CC(=O)c1cc(F)c(N2CCCCCC2)cc1C,-3%
Cc1nnsc1C(=O)NC(C)c1ccccc1 (stereo not drawn),-9%
CC(=O)c1ccc(NC(=O)CSc2nc(=O)cc(N)n2-c2ccccc2)cc1,1%
Cc1cc(NC(=O)c2ccccc2O)nc(C)n1,-10%
CC(=O)c1cccc(NC(=O)c2ccc(C)o2)c1,-4%
CCc1cc2c(=O)c(-c3nc(C)cs3)coc2cc1OC(C)C(=O)NCCO (stereo not drawn),6%[57.5 µM]
Cc1nc2ccccc2c(=O)n1NC(=O)/C=C/c1ccccc1,9%
O=C(NCc1ccncc1)NC12CC3CC(CC(C3)C1)C2,-4%
CCOc1cc(N2CCOCC2)c(OCC)cc1NC(=O)CSc1ncccn1,4%
Cc1csc(Nc2ccccc2)[n+]1-c1ccccc1,-10%
Cc1ccc(/C=C/C(=O)O)cc1S(=O)(=O)NC1CCS(=O)(=O)C1 (stereo not drawn),1%
O=C(Cn1cnc2c(oc3ccccc32)c1=O)N1CCCC1,1%
CC(=O)NCc1ccc(-c2nc3ccccc3s2)cc1,-8%
O=C1CC(C(=O)Nc2cccc(F)c2)n2ncnc2N1 (stereo not drawn),0%
O=C(CSc1nc2ccccc2c(=O)n1CCCN1CCOCC1)N1CCN(c2ccccc2)CC1,-1%
O=C(/C=C/c1ccco1)NC(=S)Nc1ccc(O)c(-c2nc3ccccc3s2)c1,4%
CC(C)CN(C(=O)COC(=O)c1ccccc1SCC(=O)NC1CCCCCC1)C1CCS(=O)(=O)C1 (stereo not drawn),-1%
NNC(=O)Cn1c(-c2ccccc2)cc(=O)n2ncnc12,-7%[57.5 µM]
CC1(C)[C@H]2CC[C@]1(C)[C@@H](OC(=O)C[N+]1(C)CCOCC1)C2,3%[57.5 µM]
CN(C(=O)COC(=O)c1ccccc1SCC(=O)NC1CCCCCCC1)C1CCS(=O)(=O)C1 (stereo not drawn),-1%
Cc1cc(=O)oc2c1c(C(F)(F)F)nn2-c1ccccc1,0%[57.5 µM]
COc1ccccc1NC(=O)CSc1nc2n[nH]c(C)c2c(=N)n1-c1ccccc1Cl,9%
CCCN1CNc2c(c(=O)[nH]c(=S)n2-c2ccc(Cl)cc2)C1,22%
CN(CC(=O)Nc1ccc(N2CCOCC2)cc1)C(=O)COc1ccccc1F,13%[57.5 µM]
O=C(Nc1ccc(Cl)cc1)N1CCCN(c2ccc(C(F)(F)F)cc2[N+](=O)[O-])CC1,u
COc1ccc(NC(=S)NNC(=O)COc2ccc(Cl)cc2Cl)cc1,u
C/C(=N\NC(=O)c1c(Br)c(C)nn1C)c1cccc(NC(=O)c2ccccc2C)c1,11%
CSc1n[nH]c(=S)n1N,-9%[57.5 µM]
NC(=O)c1cccnc1Nc1ccccc1Cl,6%
COCc1cc(C)nc(N/N=C/c2ccc(-c3ccc(Cl)cc3[N+](=O)[O-])o2)c1C#N,-7%
O=C(CCCn1c(=O)[nH]c2ccsc2c1=O)Nc1ccc(F)cc1,16%

# Next part:
SMILES,ERK EGF inh
COc1ccc(Nc2oc(COc3ccccc3OC)nc2C#N)cc1,0%
O=C1c2ccccc2C(Nc2cccnc2)N1Cc1ccc2c(c1)OCO2 (stereo not drawn),7%
CCOc1ccc(NC(=S)NCCCN2CCOCC2)cc1,-4%
CC(C)c1ccc(N=C(N)N=C(N)N)cc1,-11%
Cc1[nH]c2ccc(C(=O)N3CCCCC3)cc2c1C,-3%
O=C(NCCc1ccc(Cl)cc1)c1cccs1,-2%
COC(=O)c1ccc(C(=O)Nc2ccc(C(C)C)cc2N)cc1,-2%
CC(C)(C)C(=O)O/N=C(\N)c1c(Cl)cccc1Cl,5%[57.5 µM]
CCC1CC(/C(C)=N/NC(N)=O)OC1=O (stereo not drawn),-6%
O=C(/C=C/c1ccc(OCc2ccccc2)c(OCc2ccccc2)c1)c1cccnc1,10%
CC1(C)CC(=O)c2sc(NC(=O)Cc3cccs3)nc2C1,5%
CCc1c(C(=O)NNC(=S)NCCc2ccccc2)csc1C,4%
Cc1ccc(OCC(=O)NC2CC(C)(C)NC(C)(C)C2)c(C)c1,-8%
Cc1cccc(NC(=O)CCc2ccccc2)c1,-1%[57.5 µM]
C=CCNC(=O)NC(=O)COn1nnc2ccc(S(=O)(=O)N(C)C)cc21,8%
COc1ccc2[nH]c(C(=O)N(Cc3ccccn3)Cc3ccccn3)cc2c1,12%[57.5 µM]
NC(=O)[C@@H]1CCCN1Cc1nc(-c2cccs2)no1,7%
COCCNC(=S)N1CCCC(CO)C1 (stereo not drawn),3%
Cc1nn(-c2ccccc2)c(N)c1C(c1ccccc1)c1c(C)nn(-c2ccccc2)c1N,9%
CCC(=O)NC(=S)Nc1ccc(NC(=O)c2ccccc2[N+](=O)[O-])cc1,2%
CC(=O)N(Cc1cccnc1)c1cccc(-c2nc3ccccc3s2)c1,3%
CCn1cc(C(=O)O)c(=O)c2cc(F)c(N3CCN(S(=O)(=O)c4ccc(NC(C)=O)cc4)CC3)cc21,0%
O=C(O)COc1ccc(Br)cc1CP(=O)(c1ccccc1)c1ccccc1,9%[57.5 µM]
CC1CN(C(=O)COC(=O)c2ccc(NC(=O)CC#N)cc2)CC(C)O1 (stereo not drawn),5%
CSc1ccc(NC(=O)/C=C/C(=O)O)cc1,7%[57.5 µM]
CC(C)[C@H](NC(=O)c1ccc(Cl)c([N+](=O)[O-])c1)C(=O)NCc1ccc(Cl)cc1Cl,0%
Cc1nn(-c2ccccc2)c(N2CCCC2)c1/C=N/NC(=O)c1cc(-c2cccs2)nc2ccccc12,0%
COc1ccc(C(=O)Nc2ccccc2C(=O)O)cc1NC(=O)C(c1ccccc1)c1ccccc1,u
c1coc(CNc2nc(-c3cccs3)cs2)c1,3%
Cn1c2ccccc2c2cc(/C=C(\NC(=O)c3ccccc3)C(=O)O)ccc21,-12%[57.5 µM]
COCCn1c(C)cc(C(=O)COC(=O)c2ccc([N+](=O)[O-])o2)c1C,2%
O=C(CCn1c(=S)[nH]c2ccccc2c1=O)NCCc1ccccc1,2%
COc1ccc(CC(CC(=O)O)C(=O)NCc2ccccc2)cc1 (stereo not drawn),5%
CCOc1ccc(NC(=O)C(NC(=O)C2CCC(C)CC2)C(C)C)cc1 (stereo not drawn),2%
O=C(NCc1ccccc1)C1=C[C@H](c2csc3ccccc23)C[C@H](OCc2ccc(CO)cc2)O1,-5%[57.5 µM]
CCOc1ccccc1Nc1nnc(SC(C)C(=O)Nc2nc(-c3ccccc3)cs2)s1 (stereo not drawn),2%
O=C(O)C1CCC(N2C(=O)C3C4CCC(C4)C3C2=O)CC1 (stereo not drawn),-3%
Cc1ccccc1CSCCNC(=O)Nc1ccccc1,-3%
Cn1c(=NC(=O)C2=NNC(=O)CC2)sc2ccccc21,u
COc1ccc(C(=O)N2CCC3(CC2)CN(C(=O)NC(C)C)C3)cc1,-2%
O=C(O)c1ccc(-c2nc(-c3ccccc3)c(-c3cccs3)[nH]2)cc1,0%[57.5 µM]
O=c1cc(Cc2nnc(SCc3ccccc3)n2-c2ccc(Cl)cc2)[nH]c(=O)[nH]1,3%
Cc1ccc(S(=O)(=O)NN2C(=O)c3ccccc3NC2c2ccco2)cc1 (stereo not drawn),-7%
CS(=O)(=O)N1CCN(c2ccc(NC(=O)c3ccc([N+](=O)[O-])o3)cc2)CC1,9%[57.5 µM]
COc1ccc(NC(=S)N(CCCN2CCC(C)CC2)Cc2cccs2)cc1,1%
CC(C)CC(NC(=O)OC(C)(C)C)c1cn([C@@H](CCC(=O)OC(C)(C)C)C(=O)N2CCN(C(=O)OC(C)(C)C)CC2)nn1 (stereo partly drawn),-6%[57.5 µM]
CC(C)C(NC(=O)C12CC3CC(CC(C3)C1)C2)C(=O)N/N=C/C1=C(N2CCOCC2)C(=C\c2ccc([N+](=O)[O-])cc2)/CC1 (stereo not drawn),4%
CCOC(=O)C1=C(C)NC(C)=C(C(=O)OC)[C@@H]1c1cccc(Cl)c1Cl,10%[25.7 µM]
c1nc(N2CCCCC2)c2[nH]cnc2n1,4%
O=C(NCc1ccco1)/C(=C\c1ccco1)NC(=O)c1cccs1,-13%

# Other entries:
SMILES,ERK EGF inh
COc1coc(/C=C/C(=O)O)cc1=O,-3%
CCc1nnc(NC(=O)CSc2n[nH]c(-c3ccccc3O)n2)s1,3%
CCN(c1ccccc1)S(=O)(=O)c1ccc(C(=O)Nc2nnc(CSC)o2)cc1,9%
C=CCn1c(SCC(=O)O)nnc1-c1ccccc1,10%
CC(C)N(Cc1ccccc1)C(=O)/C=C/c1ccccc1[N+](=O)[O-],0%
Cc1ccc(C)c(-c2[nH]ncc2CN2CCCC(CO)(Cc3ccccc3C)C2)c1 (stereo not drawn),-15%
Cc1csc(SCc2nc3sc4c(c3c(=O)[nH]2)CCC4)n1,1%
O=C(N/N=C/c1cn(Cc2ccccc2)c2ccccc12)c1ccncc1,-4%
Clc1ccc(-n2cc(-c3ccc(Br)cc3)[n+]3c2CCCCC3)cc1,16%[57.5 µM]
O=C(NCCCn1ccnc1)c1cc(-c2ccc(Br)cc2)on1,3%
O=C(/C=C/c1cc([N+](=O)[O-])ccc1OC(F)F)Nc1cccc(OC(F)F)c1,-4%
COC(=O)Nc1cc(C)n(-c2ccccc2)n1,-9%[57.5 µM]
COc1ccc(C(=O)C2CCCN(C3Cc4ccccc4C3)C2)cc1OC (stereo not drawn),-1%
O=c1c2c(-c3ccc(Cl)cc3)csc2ncn1/N=C/c1cccc([N+](=O)[O-])c1O,-10%
COC(=O)/C=C/c1oc2ccccc2c1C,0%
COC(=O)c1sc(-c2ccc(Cl)cc2)cc1NC(=O)c1ccccc1C(=O)O,-2%[57.5 µM]
N#C/C(=C\c1cn(CC(=O)N2CCCC2)c2ccccc12)C(=O)NCc1ccc2c(c1)OCO2,2%
O=C(COC(=O)C1CC(O)CN1S(=O)(=O)c1ccc(Cl)cc1)c1ccccc1 (stereo not drawn),3%
Cc1ccc(N(CC(=O)NC(C)(C)C)C(=O)CNC(=O)c2cccs2)cc1,-7%
CN=C1S/C(=C\c2ccc(N3CCOCC3)cc2C)C(=O)N1C,0%

# Structural class: those above with fluorine.
SMILES,ERK EGF inh
O=C(N/N=C/c1c(F)cccc1Cl)c1ccc(Cn2cc(Br)cn2)o1,-9%
O=C(Nn1c(Cc2cccs2)nc2ccccc2c1=O)c1ccc(F)c(F)c1,6%
Nc1cnn(Cc2ccccc2F)c1,-15%
COc1ccccc1C(=O)NC(=O)Nc1nc(-c2ccccc2)cc(C(F)(F)F)n1,u
O=C(COC(=O)Cc1ccc(-c2ccccc2)cc1)NCc1ccc(F)cc1,-13%
COc1cc(-c2n[nH]c(=S)n2-c2cc(C(F)(F)F)ccc2Cl)cc(OC)c1OC,-1%
CC(=O)c1cc(F)c(N2CCCCCC2)cc1C,-3%
O=C1CC(C(=O)Nc2cccc(F)c2)n2ncnc2N1 (stereo not drawn),0%
Cc1cc(=O)oc2c1c(C(F)(F)F)nn2-c1ccccc1,0%[57.5 µM]
CN(CC(=O)Nc1ccc(N2CCOCC2)cc1)C(=O)COc1ccccc1F,13%[57.5 µM]
O=C(Nc1ccc(Cl)cc1)N1CCCN(c2ccc(C(F)(F)F)cc2[N+](=O)[O-])CC1,u
O=C(CCCn1c(=O)[nH]c2ccsc2c1=O)Nc1ccc(F)cc1,16%
CCn1cc(C(=O)O)c(=O)c2cc(F)c(N3CCN(S(=O)(=O)c4ccc(NC(C)=O)cc4)CC3)cc21,0%
O=C(/C=C/c1cc([N+](=O)[O-])ccc1OC(F)F)Nc1cccc(OC(F)F)c1,-4%
